p53ts 32C kill: p53ts cell cytotoxicity, permissive temperature; H1299-p53A138V at 32C, ATP luminescence viability, 24 h; Potency, µM (highest dose often 46.1 µM), without a hit: at the highest dose activity change, negative = cytotoxicity, actives largely listed as cytotoxic; hit rate 0.93% among 130,000;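 note: 0% = DMSO and -100% = full killing by reference compound; nearly all actives have a fitted effect of over 55% in size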
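ATP-content luminescence (ATPlite) read-out after 24 h compound exposure at 32C in H1299-p53A138V cells (600/well). Tested up to 46 uM. Normalized to DMSO (0%) and 100 uM tamoxifen (100% killing); Hill-fit AC50.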
Imprint erasure: genomic imprint erasure induction | Potency, µM (doses to about 60.7 µM), for the others: top-dose activity change, positive = activation, actives largely listed as activators | AID 1948 | mouse ES Peg3-LacZ reporter, beta-gal luminescence, 40 h | hit rate 0.02% among 110,000;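 note: 0% = negative control wells on the plate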
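Readout: BetaGlo luminescence (5 min, room temp) for LacZ from the normally silent maternal Peg3 allele in female Peg3LacZ-Neo ES cells. Cells 300/well, 40 h, 37C, 5% CO2. Data normalized per plate to negative controls.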
IkB signaling: suppresses IkB signaling in ABC-DLBCL reporter cells | ABC-DLBCL IkBa-CBG/CBR dual luciferase ratio, 4 h; response scale: scaled: untreated 0%, proteasome inhibitor 100% | Potency, µM (top dose mostly 57.1 µM), for the others: at the highest dose IkBa stabilization activation | hit rate 0.04% among 110,000; active = well fitted curve in the direction sought with a large enough effect in the signal ratio, not every such curve was filed as active; inconclusive = small, poorly fitted or top-dose-only effect, or a change in a side signal; the % refers to the signal ratio;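 note: the direction sought is a rising ratio; 0% = basal untreated cells and 100% = reference inhibitor full response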
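Curves were fitted separately to fusion (green), unfused (red) and ratio luminescence, then classed by r2, magnitude and activity. Cells: OCI-Ly3, 4 h compound plus doxycycline at 37C; 10 uM MG-132 defined full response.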
p53ts 39C kill: cytotoxicity in p53ts cells at nonpermissive temperature | H1299-p53A138V viability at 39C, ATP luminescence, 24 h | Potency, µM (top dose mostly 46.1 µM), for the others: at the highest dose activity change, negative = cell killing, actives largely listed as cytotoxic | hit rate 1.5% among 130,000; note: nearly all actives have a fitted effect of over 55% in size
Numbers without * were called inactive; ? = inconclusive; nt = no result given; [ ] = remark or other dose. Unless noted, calls come from the whole dose curve; as a rule, active = well fitted curve in the direction sought with a large enough effect; inconclusive = small, poorly fitted or top-dose-only effect, or another doubt; inactive = no such curve, though single readings can be large; an effect the other way counts as inactive or inconclusive. Unless noted, % is set by controls: 0 for no effect and ±100 for the full control effect; potency is the fitted concentration of half-maximal effect.

Compound | p53ts 32C kill | Imprint erasure | IkB signaling | p53ts 39C kill
Cc1ccc(CNC2=NCCCCC2)n1C | -2% | -6% | 0.3% | 6%
CCOc1ccc(-c2nc3c(c(SCC(=O)N4CCCCC4)n2)Cc2cccc(OC)c2O3)cc1 | -2% | -3%[10.9 µM] | ? | 1%
Cc1ccnc(SCCn2c(Br)nc3c2c(=O)n(C)c(=O)n3C)n1 | 2% | -2% | -1.6% | -8%
Cc1ccc(C)c(C(=N)c2ccccc2Cc2ccccc2)c1 | 3%[9.22 µM] | -9%[10.9 µM] | -0.1%[11.4 µM] | -9%[9.22 µM]
Cc1ccc(NC(=O)CN2C(=O)c3ccccc3Sc3ccc(C(=O)N4CCOCC4)cc32)cc1F | 28% | -17%[10.9 µM] | 9.6% | 18%
CC[n+]1ccc(C)c2cc(S(=O)C(F)(F)F)ccc21 (centres undefined) | -7% | -15% | -0.2% | -4%
CCOc1ccc(CNC(=O)CCCc2cn(C)c3ccccc23)cc1OC | 7% | 15%[10.9 µM] | -2.1% | 44%[activator]
CCOC(=O)c1c(NC(=O)c2cc(=O)c3cc(C)cc(C)c3o2)sc(C)c1C | -5% | 8%[10.9 µM] | -1.8% | 13%
CCc1ccccc1NC(=O)c1ccc2nc(C(C)C)oc2c1 | 19% | -9%[10.9 µM] | 2.4% | -3%
CC1(C)CC(=O)C(C(=O)CCCCC(=O)C2C(=O)CC(C)(C)CC2=O)C(=O)C1 | -8% | -13% | -0.5% | -6%
CCC1OC(=O)CC(O)C(C)[C@@H](O[C@@H]2OC(C)[C@H](O[C@@H]3C[C@@](C)(O)C(O)C(C)O3)C(N(C)C)C2O)[C@H](CC=O)CC(C)C(=O)/C=C/C(C)=C/[C@@H]1COC1OC(C)C(O)C(OC)[C@@H]1OC (some centres undefined) | -8% | 16% | nt | 1%
CC1CCN(C(=O)CSc2c3c(nc4ccc(Cl)cc24)CCCC3)CC1 | ? | -8%[10.9 µM] | ? | ?

3 compounds already listed, sorted by the number in IkB signaling, largest number first.
smiles	IkB signaling
CCc1ccccc1NC(=O)c1ccc2nc(C(C)C)oc2c1	2.4%
Cc1ccc(CNC2=NCCCCC2)n1C	0.3%
CCOc1ccc(CNC(=O)CCCc2cn(C)c3ccccc23)cc1OC	-2.1%

Other records follow.
Compound | p53ts 32C kill | Imprint erasure | IkB signaling | p53ts 39C kill
CCSc1ncc(Cl)c(C(=O)Nc2nc3ccc(S(C)(=O)=O)cc3s2)n1 | -14% | -2%[10.9 µM] | ? | -5%
Nc1nc(N2CCOCC2)nc(N(c2ccccc2)c2ccccc2)n1 | -6% | 11% | -0.8% | 0%
CCN(CC)C(=O)c1cc2c(=O)n3cccc(C)c3nc2n1C | 3% | -4% | -1.4% | -2%
COc1cc(C)c(S(=O)(=O)N2CCN(C)CC2)cc1C | 3% | -17% | -2.1% | 11%
CCCc1nn2c(=O)cc(COc3ccc(/C=C(\C#N)C(=O)Nc4ccc(F)cc4)cc3)nc2s1 | -1% | -8%[10.9 µM] | 0.7% | -18%
COc1ccc(C)cc1NC(=O)C(=O)NCCc1sc(-c2cccc(C)c2)nc1C | -1% | -7%[10.9 µM] | -1.0% | -25%
Cc1cccc(Cn2cc(C(=O)Nc3ccc(F)c(C(F)(F)F)c3)ccc2=O)c1 | 3% | 25%[10.9 µM] | 4.1% | ?
CN(C)c1ccc(C(=S)N2CCN(c3ccccc3)CC2)cc1 | 4% | -18% | 4.5% | -17%
O=C(CSc1ncn(-c2ccccc2)n1)c1cccs1 | -19% | -25% | ? | -3%
CCc1cccc(C)c1NC(=O)Cn1c(=O)cc(C(F)(F)F)c2c(C)nn(C)c21 | -1% | -3%[10.9 µM] | ? | -14%
CCN(CC)c1nc2c(S(=O)(=O)c3ccccc3)nnn2c2ccc(Cl)cc12 | 3% | -7%[10.9 µM] | ? | -23%
O=C(NCc1ccccn1)c1nn(-c2ccccc2Cl)nc1CO | 7% | 2%[10.9 µM] | ? | -22%
CCCCC[C@H](O)/C=C/[C@H]1[C@H](O)CC(=O)[C@@H]1C/C=C\CCCC(=O)O | 4% | -18% | nt | -5%
Cc1ccccc1OCC(=O)NCCN(C)C | -10% | 2% | 4.8% | 10%
COCc1[nH]nc2c1C1(CCSCC1)C(C#N)=C(N)O2 | -3% | -13% | 1.1% | 2%
COCCn1c(=O)c(-c2cn(C)c3ccccc23)nc2cnc(N3CCOCC3)nc21 | -7% | ? | 0.3%[11.4 µM] | 0%
Cc1cccc(-n2ncc3c(NCc4ccc5c(c4)OCO5)ncnc32)c1 | -13% | -26% | -4.5% | -27%
CCN(CC)S(=O)(=O)c1ccc(-c2nnc(SCC(=O)c3ccc(OC)cc3)o2)cc1 | -7% | -1% | 0.1% | 0%
COc1ccc(CC(=O)N2CC(=O)Nc3ccc(Br)cc3C2c2ccc(F)cc2)cc1 (centres undefined) | -1% | -8%[10.9 µM] | ? | -21%
Cc1ccc(CC2CC(=O)N(c3ccncc3)C2=O)cc1 (centres undefined) | -16% | nt | -2.0% | 3%
Cc1ccc(C)c(N2CCN(C(=O)c3cc(C)nc4c3c(C)nn4-c3cccc(F)c3)CC2)c1 | 6% | 2%[10.9 µM] | -1.9% | 6%
CCOCC(=O)Nc1cccc(NC(C)=O)c1 | 4% | 8% | 1.2% | 6%
COc1cccc(C2=CC(c3ccc(N(C)C)cc3)n3ncnc3N2)c1 (centres undefined) | 2% | -23% | 2.9% | -1%
Cc1ccccc1-c1nc2scc(CCNC(=O)c3ccco3)n2n1 | 2% | -9%[10.9 µM] | 2.0% | -6%
COc1ccc2nc(NCN3C(=O)c4ccccc4C3=O)sc2c1 | 8%[9.22 µM] | -3%[10.9 µM] | 1.9%[11.4 µM] | -1%[9.22 µM]
Cc1c(N=Cc2ccncc2)c(=O)n(-c2ccccc2)n1C | -4% | -1% | -0.5% | -3%
O=C(O)c1cccc([N+](=O)[O-])c1 | ? | -2% | 1.5% | -6%
COCCN(C(=O)CCC(=O)Nc1ccccn1)C(C(=O)NC1CCCC1)c1ccc(OC)cc1 (centres undefined) | -15% | 0% | -0.8% | -1%
O=C(NCCCCO)C(F)(F)C(F)(F)C(F)(F)C(=O)NCCCCO | -9% | 6% | 0.9% | -8%
C#C[C@@]1(O)CCC2C3CCc4cc(O)ccc4C3CC[C@@]21C (some centres undefined) | 6% | -16% | nt | 0%
CN1CC[C@@]2(CCN3CCc4c(oc5ccccc45)[C@@H]3C2)N(C)C1=O | -11% | nt | 5.8% | -8%
Cc1nnc(SCC(N)=O)n1CCc1ccccc1 | 12% | nt | nt | -5%
CCN(CC)CCNC(=O)c1ccc(CS(=O)(=O)c2ccc(Br)cc2)o1 | -12% | -12% | 1.5% | -10%
CN(C)c1ccc(CNn2cnnc2)cc1 | 0% | 0% | -0.1% | 0%
COc1ccc(-c2c(C)nn3c(-c4ccccc4)cc(-c4ccccc4)nc23)cc1 | 4% | 4%[10.9 µM] | -2.6% | -14%
COc1ccc(Cn2c(CNC(=O)Cc3ccc(OC)c(OC)c3)nc3cccnc32)cc1 | -5% | 6%[10.9 µM] | 0.7% | -6%
Cc1ccc2c(c1)[nH]c1c(=O)n(CCCN3CCOCC3)cnc12 | 1% | -15% | -1.9% | 3%
COc1ccc(CCNC(=O)C2CCCN(S(=O)(=O)c3cccc4nonc34)C2)cc1OC (centres undefined) | 23% | -5% | 1.4% | 10%
CCCC(c1nnnn1Cc1ccco1)N1CCN(C2CCCC2)CC1 (centres undefined) | -8% | -8% | -0.1% | 1%
COc1cccc(CNC(=O)c2ccc3nc(CCc4ccccc4)oc3c2)c1OC | 0% | -8%[10.9 µM] | -2.0% | -11%
Cc1csc(NC(=O)CSc2nnc(-c3ccoc3C)n2Cc2ccco2)n1 | -29% | -6% | 1.2% | -14%
Cc1cc(=O)[nH]c(-c2ccccc2O)n1 | -6% | -2% | 1.0% | 3%
Cc1ccc(-c2cc(C(=O)Nc3ccccc3C)c3ccccc3n2)o1 | -16% | nt | nt | -18%
O=C(Nc1ccc2oc(-c3ccccc3F)nc2c1)c1ccccc1Cl | -14% | -15%[10.9 µM] | 22% | -5%
CCOC(=O)Nc1sc(C(=O)N(CC)CC)c(C)c1C(=O)OCC | 7% | -20% | 3.8% | 4%
Cc1ccc2c(c1)nnn2C1CCN(S(=O)(=O)c2cccc(S(=O)(=O)N(C)C)c2)CC1 | 1% | -12% | ? | -10%
Cn1c(=O)n(CCOc2ccccc2Cl)c2ccccc21 | -1% | 4% | -0.7% | -13%
COc1ccccc1CC(NC(C)=O)C(=O)N1CCN(C(=O)c2cccs2)CC1 (centres undefined) | 2% | nt | nt | 5%
CCC(=O)Nc1ccc(C)cc1-c1nc2ccccc2n(CC(=O)Nc2ccccc2Cl)c1=O | 3% | -4%[10.9 µM] | 5.6% | 17%
CC(C)C(=O)Nc1cccc(-c2nc3ccccc3c(=O)o2)c1 | ? | nt | nt | ?
COc1ccc(Nc2ncnc3onc(C)c23)c(OC)c1 | 7% | -8%[10.9 µM] | -1.1% | 0%
CSCCC(NC(N)=O)C(=O)NCc1ccccc1Cl (centres undefined) | 2% | -11% | 1.5% | -2%
CCNc1nc(OC)nc(Oc2ccc(=O)[nH]n2)n1 | 3% | 5%[10.9 µM] | -0.2% | 1%
Cc1c(CNC2CCC(C)CC2)c(C(=O)O)c(C)n1Cc1ccccc1F (centres undefined) | -2% | 12%[10.9 µM] | 4.2% | -7%
CCOC(=O)C1(C)NC(c2ccco2)C2C(=O)N(c3ccc(C)cc3)C(=O)C21 (centres undefined) | 2% | nt | nt | 7%
COC(=O)c1sc2cccc(F)c2c1S(=O)(=O)N1CCN(c2cccc(C)c2)C(C)C1 (centres undefined) | -5% | 17%[10.9 µM] | 1.7% | -27%
CC(=O)N1CSCC1C(=O)N1CCN(c2ccc(N3CCOCC3)nn2)CC1 (centres undefined) | 6% | 9% | 0.5% | -4%
CCC(=O)N1CCc2cc(CNC(=O)Nc3cc(C)ccc3C)ccc21 | -10% | -7%[10.9 µM] | 0.4% | -10%
CCOc1ccc(C(=O)Nc2c(C(=O)N3CCN(c4ccccc4F)CC3)oc3ccccc23)cc1 | 9% | 2%[10.9 µM] | ? | 6%
O=C(c1cc2n(n1)C(C(F)(F)F)CC(c1ccco1)N2)N1CCc2ccccc2C1 (centres undefined) | 4% | -5% | ? | -4%

Full records, quoted from the list:
`Cc1csc(NC(=O)CSc2nnc(-c3ccoc3C)n2Cc2ccco2)n1` in the list: p53ts 32C kill: -29%; Imprint erasure: -6%; IkB signaling: 1.2%; p53ts 39C kill: -14%
`COc1cccc(CNC(=O)c2ccc3nc(CCc4ccccc4)oc3c2)c1OC` in the list: p53ts 32C kill: 0%; Imprint erasure: -8%[10.9 µM]; IkB signaling: -2.0%; p53ts 39C kill: -11%

The list continues:
Compound | p53ts 32C kill | Imprint erasure | IkB signaling | p53ts 39C kill
CCN1CCCC1CNC(=O)Cn1cc2c(n1)CCC(C)C2 (centres undefined) | 2% | -13% | 0.6% | 6%
O=C(NCCSc1c[nH]c2ccccc12)c1ccco1 | -1% | -5% | -2.2% | 2%
Cc1ccc(OCCCn2cc(C#N)c3ccccc32)cc1 | 1% | nt | nt | -3%
Cc1ccccc1OCc1ccc(-c2nc(C#N)c(NCCCN(C)C)o2)o1 | ? | -14%[10.9 µM] | ? | ?
Cc1ccc(N2CC(C(=O)NCCS(=O)(=O)N3CCN(c4ccc(F)cc4)CC3)CC2=O)cc1 (centres undefined) | -4% | -5%[10.9 µM] | 1.2% | -13%
CCOC(=O)C1CCN(S(=O)(=O)c2cc(-c3onc(C)c3C)ccc2C)CC1 | 16% | 22%[10.9 µM] | ? | -16%
CC(CNS(=O)(=O)c1cc(Cl)ccc1Cl)CN(C)C (centres undefined) | 2% | -21% | -1.1% | 8%
COCCn1nnnc1SCC(=O)c1ccc(F)cc1 | -12% | -28% | -0.5% | -2%
